Compound activity deposited in PubChem BioAssay by National Center for Advancing Translational Sciences (NCATS).
Mito fusion yeast: mitochondrial division inhibition or fusion activation; 320,000 compounds, 0.23% hits; Potency, µM (doses to about 46.1 µM), inactives show at the top dose growth rescue (activation), most hits filed as activators; S. cerevisiae fusion-defective mutant growth rescue, CellTiterGlo 48 h;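 note: potency is the fitted concentration of half-maximal effect; % of control where 0% means no effect; nearly all actives have a fitted effect of over 45% in size; temperature-sensitive fusion mutants such as fzo1-1 at 37 °C on non-fermentable ethanol glycerol medium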
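Yeast fusion mutant, YPEG (non-fermentable carbon), compound, 48 h at 37C non-permissive; CellTiterGlo added, 10 min RT, luminescence read. Rescued growth = division inhibition.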
TRPV1 agonist: activates the human vanilloid receptor TRPV1. activation, % at 8.33 µM. 320,000 compounds, 0.19% hits. Q8NER1. TRPV1-expressing cells, Fluo-8 calcium influx, agonist mode; in the data active = activation above about 80%; inconclusive = between about 30% and that limit; note: 0% is about no effect
Target sequence (Q8NER1 whole entry, looked up): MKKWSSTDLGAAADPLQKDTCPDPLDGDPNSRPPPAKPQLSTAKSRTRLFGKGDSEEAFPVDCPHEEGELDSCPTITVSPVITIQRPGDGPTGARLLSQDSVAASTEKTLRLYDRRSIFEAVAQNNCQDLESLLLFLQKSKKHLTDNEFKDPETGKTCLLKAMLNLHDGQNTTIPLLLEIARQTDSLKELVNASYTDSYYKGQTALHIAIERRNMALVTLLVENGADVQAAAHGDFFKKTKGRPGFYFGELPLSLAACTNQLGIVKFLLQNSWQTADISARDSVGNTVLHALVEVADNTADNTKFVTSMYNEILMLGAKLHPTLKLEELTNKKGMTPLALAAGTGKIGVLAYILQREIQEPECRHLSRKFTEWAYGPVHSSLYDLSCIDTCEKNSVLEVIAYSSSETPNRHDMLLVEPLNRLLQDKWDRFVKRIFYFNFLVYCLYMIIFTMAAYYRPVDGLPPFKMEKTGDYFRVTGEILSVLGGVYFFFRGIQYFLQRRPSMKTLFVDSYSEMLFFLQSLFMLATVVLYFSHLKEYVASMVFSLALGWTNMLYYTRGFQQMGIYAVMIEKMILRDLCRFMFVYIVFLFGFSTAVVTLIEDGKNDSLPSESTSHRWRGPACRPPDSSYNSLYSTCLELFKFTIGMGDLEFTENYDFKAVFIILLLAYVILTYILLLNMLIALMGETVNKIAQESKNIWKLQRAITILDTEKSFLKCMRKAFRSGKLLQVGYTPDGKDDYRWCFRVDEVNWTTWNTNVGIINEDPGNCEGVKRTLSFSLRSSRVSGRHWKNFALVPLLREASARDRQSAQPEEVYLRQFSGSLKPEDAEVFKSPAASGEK
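Cells expressing TRPV1 were dye-loaded with Fluo-8 and read kinetically: 10 s baseline, 3 min after compound (agonist portion), then 2 min after EC20 capsaicin (allosteric enhancer portion). Calcium-bound dye fluorescence at 480/520 nm.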
KCNH2 WT inh: KCNH2 (human, wildtype) channel inhibition. Q12809. U2OS, BacMam KCNH2, thallium flux FluxOr; hits give low values. activity change, % at 1.84 µM. 340,000 compounds, 0.37% hits. AID 720551;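 active = maximum activity change below -70%; inconclusive = maximum activity change between -70% and -50%; inactive = maximum activity change above -50%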; note: % is set by controls: 0 for no effect and ±100 for the full control effect
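U2OS cells transduced with wild-type KCNH2 virus are loaded with FluxOr dye for 45 min, and thallium flux is measured in kinetic reads before and after stimulation buffer. Rate constants are normalized to DMSO controls.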
Eya2 phos inh: inhibitors of human Eya2 phosphatase activity; 330,000 compounds, 0.006% hits; Potency, µM (top dose mostly 76.9 µM), inactives show at the highest dose activity, negative = inhibition, hits mostly inhibitors; AID 488837; recombinant Eya2, OMFP fluorescence dephosphorylation (OMFP is methylfluorescein phosphate); note: potency is the fitted concentration of half-maximal effect; % is set by controls: 0 for no effect and ±100 for the full control effect
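Eya2 (0.2 uM) preincubated 10 min at ambient with compound, then OMFP substrate added at 50 uM; 10 min reaction in 50 mM HEPES pH 7.5, 50 mM NaCl, 5 uM MgCl2, 0.05% BSA, 1 mM DTT. Fluorescence read at Ex 485/Em 525 nm.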
ELG1 repair inh: inhibitors of ELG1-dependent DNA repair in HEK293T cells; HEK293T ELG1-luciferase reporter, luminescence, 16 h; DNA damage induced by 5-fluorouridine; Potency, µM (titrated, usually from 46.1 µM), for inactives: at the top dose activity change, negative = inhibition, hits mostly inhibitors; 330,000 compounds, 2.3% hits; note: potency is the fitted concentration of half-maximal effect; % is set by controls: 0 for no effect and ±100 for the full control effect; nearly all actives have a fitted effect of over 55% in size
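HEK293T cells expressing luciferase-tagged ELG1 (2,000/well) received 5-Fluorouridine plus compound or DMSO for 16 hr at 37 °C. Luciferase was read by ONE-Glo luminescence after 30 min at room temperature.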
USP2a inh: USP2a (human) protease inhibition; USP2 core, Ub-CHOP2 coupled fluorogenic reporter, 485/531; Potency, µM (highest dose often 38.3 µM), for inactives: at the highest dose activity change, negative = inhibition, hits mostly inhibitors; 330,000 compounds, 0.01% hits; AID 463254;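 note: potency is the fitted concentration of half-maximal effect; plate controls were DMSO wells for no effect and full inhibition by NEM control for full effect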
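Deubiquitinase activity read as fluorescence (485/531 nm) after Ub-CHOP2 cleavage activates the enterokinase reporter on its substrate; USP2 core 10nM, Ub-CHOP2 and substrate 25nM each, 30min compound preincubation then 60min RT; data normalized to NEM, curves fitted.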
A-T KAP1 phos: potential ataxia-telangiectasia treatments restoring KAP-1 phosphorylation. […] A-T fibroblasts, KAP-1 phosphorylation AlphaLISA; neocarzinostatin DNA damage 30 min before lysis. Potency, µM (titrated, usually from 57.5 µM), for the others: top-dose activation, usual class: activators. 320,000 compounds, 0.19% hits. AID 485349; note: potency is the fitted concentration of half-maximal effect; % of control where 0% means no effect; nearly all actives have a fitted effect of over 45% in size
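ATM-like activity read as KAP-1 phosphorylation via AlphaLISA donor/acceptor antibody pairs after lysis and 6 hr at 25C. Cells were ATM-null patient fibroblasts ([…], hTERT), dosed 60 min, then exposed to the DSB inducer NCS for 30 min.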
TSHR antagonist: antagonists of human thyroid stimulating hormone receptor. P16473. TSHR-expressing cells, TSH-stimulated cAMP HTRF, 2 h; hits give low values. activity change, negative = inhibition, % at 11.5 µM. 330,000 compounds, 0.2% hits;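 active = activity change below a set negative limit, meaning inhibition stronger than a set level, cut at about -70% in these data; inconclusive = activity change between two set negative limits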; note: % is set by controls: 0 for no effect and ±100 for the full control effect
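Antagonism was scored as loss of TSH-driven cAMP in TSHR cells, stimulated with 4nM TSH (EC80) for 2 hours at 37 deg C and detected by homogeneous HTRF competition immunoassay.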
TCR act: activates T cell receptor signaling. 330,000 tested, under 10 active. Potency, µM (series often up to 9.22 µM), inactives show top-dose activation of IL-2 secretion, actives largely listed as activators. primary human leukocytes, anti-CD3, IL-2 HTRF, 48 h; note: % of control where 0% means no effect
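IL-2 release read by HTRF sandwich (Eu cryptate donor, d2 acceptor, 665 nm emission) after 48 hr exposure of primary human leukocytes to compound together with anti-CD3 beads in the absence of co-stimulatory signals.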
KCNH2 3.1 inh: KCNH2 3.1 (human) potassium channel inhibition; U2OS KCNH2 3.1, thallium flux FluxOr; hits give low values; activity change, % (tested at about 1.8 µM); 340,000 compounds, 0.95% hits; AID 720553;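 active = maximum activity change below -70%; inconclusive = maximum activity change from -70% to -50%; inactive = maximum activity change above -50%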;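 note: thallium influx rate constant from kinetic fluorescence after stimulation buffer; % is set by controls: 0 for no effect and ±100 for the full control effect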
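Measured as rate of thallium-driven FluxOr signal in transduced U2OS cells carrying the 3.1 channel, read kinetically for 2 min upon stimulation; values are rate constants scaled to DMSO control wells.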
An asterisk follows results filed as active; ? = inconclusive; . = not tested or not shown; [ ] = dose if it differs, or a comment. Unless noted, calls come from the whole dose curve; as a rule, active = well fitted curve in the direction sought with a large enough effect; inconclusive = small, poorly fitted or top-dose-only effect, or another doubt; inactive = no such curve, though single readings can be large; an effect the other way counts as inactive or inconclusive. Not all compounds are listed. The share of hits here may be higher or lower than overall.

SMILES	Mito fusion yeast	TRPV1 agonist	KCNH2 WT inh	Eya2 phos inh	ELG1 repair inh	USP2a inh	A-T KAP1 phos	TSHR antagonist	TCR act	KCNH2 3.1 inh
CN1C[C@@H]2C[C@@H](C3=Cc4cc(Cl)ccc4OC3)N3CCC[C@@]23C1=O	8.9%	-0.3	-11.2	11.4%	9.0%	4.1%	7.2%	-2.2	3.2%	-9.3
Cc1ccc(O)c(CO)n1	3.2%	.	-4.0	11.8%	-15.5%	1.6%	-6.7%	-4.2	0.0%	-12.0
CC1CCC(NC(=O)COC(=O)CCC(=O)c2ccc(Cl)s2)CC1 (centres undefined)	1.3%	20.1	2.5	16.6%	0.1%	0.0%	0.6%	4.6	-0.5%	15.2
COc1cc2c(cc1OC)CN(C(=O)CCc1c[nH]c3ccccc13)[C@H](C(=O)O)C2	-3.0%	-0.5	-8.4	0.2%	16.0%	3.9%	-4.3%	0.5	-2.4%	-8.1
Cc1nnc(SCC(=O)NNC(=O)c2ccc(Br)cc2)n1C	-9.1%	-2.1	-12.3	3.5%	6.8%	-0.4%	7.3%	10.1	1.1%	-8.2
Cc1ccc(Cn2cnc3c(cnn3C(C)(C)C)c2=O)cc1	-10.2%	5.6	-2.3	6.0%	16.4µM*	-1.0%	6.8%	-16.2	2.1%	2.5
Cc1ccc(CN2CCN(Cc3ccccc3-c3ccco3)CC2CCO)o1 (centres undefined)	-7.5%	-2.4	2.6	-11.5%	12.8%	9.7%	4.2%	14.4	-0.7%	0.8
CC(=O)NC(Cc1ccccc1)C(=O)N1CCN(C(=O)c2cccs2)CC1 (centres undefined)	-0.1%	2.1	5.5	-2.5%	3.3%	1.5%	6.2%	13.8	5.3%	-94.5*
CCC(C)[C@H](NC(=O)C1CCC(CNC(=O)[C@@H]2CCCN2C(=O)OC(C)(C)C)CC1)C(=O)O (some centres undefined)	-2.4%	0.5	-7.5	6.6%	6.2%	2.5%	0.9%	4.3	1.5%	12.0
Cc1cc(C(=O)COC(=O)CNC(=O)c2ccco2)c(C)n1Cc1ccco1	-4.4%	-6.2	2.7	4.5%	?	4.6%	-4.5%	0.0	0.3%[46.1 µM]	-7.7
COC1OC(CO)C(O)C(O)C1O (centres undefined)	4.4%	-2.1	1.0	5.2%	-19.8%	-0.3%	1.2%	3.0	-5.4%	-10.5
Cc1ccc(OCCC(=O)OCC(=O)N2c3ccccc3NC(=O)C2(C)C)cc1	9.8%	-4.3	6.1	8.6%	0.6%	1.5%	-2.7%	-0.5	-1.1%	15.7
CCC(C)c1ccccc1NC(=O)COC(=O)C1=NN(c2ccccc2)C(=O)CC1 (centres undefined)	.	.	20.2	3.5%	?	1.4%	8.6%	2.1	7.1%[46.1 µM]	-4.0
Cc1cc(C)c(C(=O)C(C)OC(=O)C2=COCCO2)cc1C (centres undefined)	-0.7%	11.8	-4.5	3.0%	-3.8%	0.9%	-1.1%	-6.8	-1.6%	.
Cc1nc2sc(C)c(C)c2c(=O)o1	-7.9%	2.6	1.4	2.8%	1.1%	1.1%	-0.5%	-1.1	7.7%	-29.0
Cc1ccc(C)c(NC(=O)c2ccc(N(C)S(C)(=O)=O)cc2)c1	-1.9%	4.1	-3.4	-2.8%	15.0%	-1.9%	-0.9%	11.8	7.7%	-31.2
CCOC(=O)c1cccc(NC(=O)COc2nsnc2N2CCOCC2)c1	-6.5%	-5.6	-8.9	-5.3%	?	-2.5%	-14.2%	-3.9	-19.7%	-0.6
O=C(CCC1CCCCC1)NCCN1C2=NC[C@H](Cc3ccc(O)cc3)N2C[C@H]1Cc1ccc(O)cc1	-4.2%	4.4	-0.1	11.1%	14.1%	-6.0%	0.3%	21.2	-5.9%	20.3
O=C(Nc1ccc(Cl)c([N+](=O)[O-])c1)c1ccncc1	-2.5%	2.8	1.7	-1.1%	-18.5%	2.2%	-3.9%	-3.6	-2.3%[46.1 µM]	-30.1
O=C(COC(=O)Cc1c[nH]c2ccccc12)NC1CCS(=O)(=O)C1 (centres undefined)	-5.5%	-1.5	6.8	13.5%	12.1%	3.1%	-2.5%	-2.6	2.6%	-2.2
Cc1cc(C)n(-c2nc3c(c(=O)n(C)c(=O)n3C)n2C)n1	0.6%	2.5	-6.9	3.1%	4.3%	-1.1%	-14.2%	-3.4	-5.4%	5.0
CCOC(=O)N1CCN(C(=O)c2cc(-c3ccc(F)cc3)[nH]c2C)CC1	-4.0%	1.5	25.2	-11.9%	-4.7%	-2.0%	6.3%	5.9	-69.4%	-11.2
O=Cc1cn(CCOc2ccccc2F)c2ccccc12	7.8%	2.7	1.9	5.8%	3.3%	2.1%	4.1%	-7.1	-3.7%	-21.8
Cc1nnc2sc(SCC(=O)N3CCCCC3)nn2c1=O	-3.5%	-2.6	-8.8	-1.0%	6.0%	0.3%	11.0%	-1.0	-3.7%	3.4
CCN(C(=O)COC(=O)c1cn(-c2ccccc2)nc1-c1ccccc1)C1CCS(=O)(=O)C1 (centres undefined)	5.5%	-9.8	7.6	2.9%	5.5%	-0.8%	13.5%	-5.0	8.6%	5.0
CC(Sc1nc(-c2ccccc2)cc(C(F)(F)F)n1)C(=O)N1CCCC1 (centres undefined)	-7.3%	6.8	-0.3	3.8%	7.0%	0.2%	11.6%	6.9	-20.9%[46.1 µM]	4.6
O=C(Nc1ccc(S(=O)(=O)N2CCCCC2)cc1)C1CCN(C(=O)c2ccc(F)cc2)CC1	-0.4%	-5.7	0.9	-6.5%	?	-3.0%	-3.1%	-17.3	-2.5%	2.8
O=C(C1COc2ccccc2O1)N1CCc2ccccc2C1 (centres undefined)	9.0%	-0.4	-2.1	-8.1%	-7.3%	2.9%	-1.9%	8.4	-1.9%[46.1 µM]	16.7
O=C(Cn1cnc2scc(-c3ccc(Cl)cc3)c2c1=O)N1CCOCC1	2.9%	1.0	-6.6	-1.2%	-8.1%	1.8%	-3.4%	-9.7	-1.4%	9.4
COc1ccc(NC(=O)C2C3C=CC(O3)C2C(=O)O)cc1 (centres undefined)	-3.6%	2.1	-0.8	-11.0%	10.6%	-0.3%	2.7%	5.1	1.2%	-7.3
CCOc1cccc(C(=O)Nc2cccc(C(C)=O)c2)c1	2.8%	-0.6	1.6	-22.0%	26.6%	-0.3%	0.2%	17.7	-1.8%[46.1 µM]	-28.7
COCCCNC(=O)CCn1c(=O)c2ccccc2n(CC(=O)Nc2ccccc2C)c1=O	-6.7%	-3.2	1.6	8.7%	-8.7%	-0.3%	5.2%	7.4	-4.2%	-0.9
Cc1cccc(CCNC(=O)c2cc(=O)[nH]c3ccc(Br)cc23)c1	-4.7%	3.5	.	-19.8%	15.6%	1.3%	0.5%	5.1	0.1%[46.1 µM]	.
O=C1c2cccnc2C(=O)N1CO	1.4%	-4.6	-1.1	-12.2%	0.8%	-1.5%	2.1%	-3.7	1.6%	2.1
O=C(C1=C[C@@H](c2ccc(Br)cc2)C[C@@H](OCc2ccc(CO)cc2)O1)N1CCOCC1	3.3%	?	22.1	-9.2%	-7.6%	0.0%	12.3%	-3.2	12.6%	-13.1
C#CCCc1ccccc1/C=[N+](/C)[O-]	3.8%	-6.5	-15.1	-2.9%	?	0.6%	21.7%	20.4	-5.4%	5.4
CCCCNc1c(-c2ccc(SC(C)CC)cc2)nc2ccccn12 (centres undefined)	-6.0%	?	-16.4	1.8%	?	-2.1%	22.4µM*	-29.7	-3.0%	?
CCN(CC(=O)Nc1ccc(NC(C)=O)cc1)C(=O)/C=C/c1ccc([N+](=O)[O-])cc1	5.7%	-1.5	10.5	-1.8%	?	0.8%	1.4%	4.9	-9.2%	8.2
CCc1ccc(C(=O)O)cc1	0.9%	2.8	-2.4	9.1%	3.4%	8.9%	1.7%	-4.8	-0.5%	12.6
CC(=O)c1c(C)[nH]c(C(=O)COC(=O)c2nccnc2N)c1C	-0.3%	-0.9	3.0	15.0%	21.9%	4.4%	-0.7%	-10.1	-1.7%	11.3
CCc1ccc(CCC(=O)Nc2ccc(Cl)cc2)o1	-7.4%	?	-6.5	-8.3%	23.5%	0.9%	1.0%	-5.8	-3.6%	8.9
Cc1cc(=O)oc2cc(OCC(=O)Nc3c(Cl)cccc3C(F)(F)F)ccc12	-1.0%	2.1	-3.8	-0.5%	?	0.9%	2.2%	0.3	-0.9%	-16.5
